# RECQ1 helicase – RECQ1 (human) helicase inhibition. P46063. Potency, µM (highest dose often 57.3 µM), for inactives: at the top dose activity, negative = inhibition, hits mostly inhibitors. RECQ1 DNA unwinding, red fluorescence kinetic read. 240,000 compounds, 0.54% hits;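 note: plate controls were vehicle for no effect and no enzyme for full effect; nearly all actives have a fitted effect of over 30% in size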
#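 50 nM RECQ1T1 preincubated 15 min with compound in Tris pH 8.0 buffer with MgCl2, DTT, Tween-20 and 2.5 ug/ml poly(dI-dC); started with 200 nM TAMRA/BHQ-2 forked duplex and 2 mM ATP. Unwinding read as fluorescence (525/598 nm), two reads 2 h apart.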
# TexasRed fluor – Texas Red fluorescence interference in TRb-SRC2 counter-screen; TRb/SRC2 Texas Red total fluorescence interference; Potency, µM (top dose mostly 106 µM), for inactives: at the highest dose fluorescence change, negative = quenching; 280,000 compounds, 0.29% hits; active = well fitted curve in either direction with a large enough effect; inconclusive = small, poorly fitted or top-dose-only effect; note: % is set by controls: 0 for no effect and ±100 for the full control effect
#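 Human TRb ligand-binding domain at 0.6 uM with 20 nM Texas Red SRC2 peptide in Tris buffer containing 1 uM T3 and 5% DMSO, incubated with compound 5 h at ambient temperature. Total fluorescence (555/632 nm) calculated as parallel + 2 × perpendicular.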
# LMNA splice mod – changes lamin A minigene splicing in HeLa cells; HeLa LMNA splicing GFP/RFP minigene ratio, 48 h; Potency, µM (series often up to 46.1 µM), inactives show at the top dose ratio change, negative = inhibition, most hits filed as inhibitors; 200,000 compounds, 0.01% hits; AID 1487; active = well fitted inhibition curve with a large enough effect in the signal ratio, with a control signal flat, not every such curve was filed as active; inconclusive = small, poorly fitted or top-dose-only effect, or effect the other way, or a change in a side signal; the % refers to the signal ratio; note: % is set by controls: 0 for no effect and ±100 for the full control effect
#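 S3 HeLa stable clones carrying a lamin A-EGFP splicing minigene plus DsRed2 were seeded at 600 cells/well in Opti-MEM with 2% FBS, pin-dosed and incubated 48 h at 37°C. Acumen cytometry (488 nm) gave the GFP/RFP total-intensity ratio.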
# KDM4E inh – inhibitors of human JMJD2E histone demethylase | B2RXH2 | JMJD2E catalytic domain, FDH-coupled NADH fluorescence (FDH is formaldehyde dehydrogenase) | Potency, µM (doses to about 57.1 µM), for inactives: at the top dose activity change, negative = inhibition, usual class: inhibitors | 230,000 compounds, 1.6% hits | AID 2147; active = well fitted inhibition curve with a large enough effect, not every such curve was filed as active; inconclusive = small, poorly fitted or top-dose-only effect, or another doubt; inactive = no such curve, though single readings can be large or run the other way;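 note: 0% = wells with enzyme and -100% = buffer wells without enzyme; nearly all actives have a fitted effect of over 50% in size; many of its hits are not listed in these tables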
# Target sequence (B2RXH2 1-337 limits assumed): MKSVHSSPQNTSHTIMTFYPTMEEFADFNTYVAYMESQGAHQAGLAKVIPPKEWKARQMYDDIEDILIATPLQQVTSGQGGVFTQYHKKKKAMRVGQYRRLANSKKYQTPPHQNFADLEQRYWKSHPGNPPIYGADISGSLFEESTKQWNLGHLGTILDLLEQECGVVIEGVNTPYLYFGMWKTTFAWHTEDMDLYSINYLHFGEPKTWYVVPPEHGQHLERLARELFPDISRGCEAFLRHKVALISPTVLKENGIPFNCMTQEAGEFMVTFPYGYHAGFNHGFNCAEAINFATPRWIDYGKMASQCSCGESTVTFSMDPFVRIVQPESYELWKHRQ
# SMN2 splice up – enhancers of SMN2 splice variant expression; 210,000 compounds, 2.8% hits; Potency, µM (top dose mostly 46.1 µM), inactives show at the highest dose activity change, positive = activation, most hits filed as activators; HEK293 SMN2-luciferase splicing reporter, luminescence, 30-36 h; note: % of control where 0% means no effect; nearly all actives have a fitted effect of over 55% in size
#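 HEK293 cells carry an SMN2 minigene-luciferase reporter in which exon 7 inclusion puts luciferase in frame. Cells were seeded at 2000 cells/well, attached for 10-12 hours, then exposed to compounds for 30-36 hours at 37C before ONE-Glo luminescence.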
# GoLoco inh red – inhibitors of human Gai1-RGS12 GoLoco interaction (red fluorophore); P63096; Gai1:RGS12 GoLoco peptide FP, rhodamine, 10 min; Potency, µM (doses to about 61.6 µM), for inactives: top-dose activity, negative = inhibition, most hits filed as inhibitors; 230,000 compounds, 0.44% hits; active = well fitted inhibition curve with a large enough effect, not every such curve was filed as active; inactive = no such curve, though single readings can be large or run the other way; note: % is set by controls: 0 for no effect and ±100 for the full control effect; nearly all actives have a fitted effect of over 30% in size; many of its hits are not listed in these tables
# TRb-SRC2 inh – inhibitors of human thyroid hormone receptor beta-SRC2 interaction; P10828; TRbeta-SRC2 peptide binding, fluorescence polarization; receptor liganded with 1 µM T3; Potency, µM (highest dose often 106 µM), inactives show at the top dose activity change, negative = inhibition, actives largely listed as inhibitors; 280,000 compounds, 0.065% hits; AID 1469;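 note: plate controls were bound peptide for no effect and peptide without receptor for full effect; nearly all actives have a fitted effect of over 50% in size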
#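 Human TRb ligand-binding domain (0.6 uM) is mixed with 20 nM Texas Red SRC2 peptide and 1 uM T3; after compound addition and 5 hr at ambient temperature, polarization is measured and normalized to unbound and bound controls.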
# ALDH1A1 inh – inhibitors of human aldehyde dehydrogenase 1A1 | Purified ALDH1A1, NADH fluorescence, propionaldehyde substrate | Potency, µM (top dose mostly 75.3 µM), without a hit: at the highest dose activity, negative = inhibition, most hits filed as inhibitors | 220,000 compounds, 7.3% hits | AID 1030; active = well fitted inhibition curve with a large enough effect, not every such curve was filed as active; inconclusive = small, poorly fitted or top-dose-only effect, or another doubt; inactive = no such curve, though single readings can be large or run the other way;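 note: plate controls were no enzyme wells and a reference inhibitor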
# Target sequence (P00352 whole entry, looked up): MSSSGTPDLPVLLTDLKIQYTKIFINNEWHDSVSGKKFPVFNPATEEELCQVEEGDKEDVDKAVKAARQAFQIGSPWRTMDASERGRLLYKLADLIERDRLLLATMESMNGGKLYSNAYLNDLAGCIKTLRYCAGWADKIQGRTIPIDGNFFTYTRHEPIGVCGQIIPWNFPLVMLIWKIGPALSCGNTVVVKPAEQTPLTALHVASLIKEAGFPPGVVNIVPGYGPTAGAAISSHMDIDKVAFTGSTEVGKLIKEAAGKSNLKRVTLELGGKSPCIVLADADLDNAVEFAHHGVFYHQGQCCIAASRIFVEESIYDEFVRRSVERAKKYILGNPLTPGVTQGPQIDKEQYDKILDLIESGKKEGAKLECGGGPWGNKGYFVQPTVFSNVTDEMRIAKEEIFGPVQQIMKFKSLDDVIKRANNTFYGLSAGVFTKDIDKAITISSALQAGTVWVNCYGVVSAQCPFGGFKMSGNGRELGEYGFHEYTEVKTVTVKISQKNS
# Starred values were filed as active, the others as inactive; i = inactive; ? = inconclusive; / = not tested or not shown; [ ] = dose if it differs, or a comment. Unless noted, calls come from the whole dose curve; as a rule, active = well fitted curve in the direction sought with a large enough effect; inconclusive = small, poorly fitted or top-dose-only effect, or another doubt; inactive = no such curve, though single readings can be large; an effect the other way counts as inactive or inconclusive. Potency is the fitted concentration of half-maximal effect. A portion of the library; count on the stated rates, not on these rows.
no.	SMILES	LMNA splice mod	TRb-SRC2 inh	ALDH1A1 inh	GoLoco inh red	TexasRed fluor	RECQ1 helicase	SMN2 splice up	KDM4E inh
1	CCOCCCN1C(=O)CN(C2CCC(C)CC2)C(=O)C1c1ccc(C)cc1 (stereo not drawn)	11%[46 µM]	1%	1%	3%	-10%	-16%	-7%	4%
2	O=C1C2C3C=CC(C3)C2C(=O)N1CCC(=O)N1CCc2ccccc21 (stereo not drawn)	-11%	-3%	?	8%	1%	2%	-17%	3%
3	COc1ccc(OC)c(-n2nnnc2SCC(=O)Nc2ccc3c(c2)OCCO3)c1	10%	1%	0.063µM*	/	0%	-9%	/	1%
4	CN1C(=O)CCC1(O)c1ccccc1 (stereo not drawn)	-13%	-3%	?	8%	0%	0%	-5%	6%
5	CC(C)c1cc(NC(=O)C(C)(C)C)cc(C(C)C)c1O	4%	0%	1%	7%	-7%	-6%	-10%	-2%
6	COc1cccc(CNC(=O)C(CCSC)NS(=O)(=O)c2ccc3c(c2)oc(=O)n3C)c1 (stereo not drawn)	-6%	-11%	-3%	0%	-2%	-2%	25%	8%
7	O=C(NC12CC3CC(CC(C3)C1)C2)N1CCN(c2nc(-c3ccccc3)cs2)CC1	18%	-3%	?	3%	2%	-3%	-53%[inhibitor]	-2%
8	COc1ccccc1NC(=O)COC(=O)Cc1cccs1	/	-3%	-6%	9%	2%	3%	0%	-12%
9	CN1C(=O)C2(c3ccccc31)c1c(oc3ccccc3c1=O)C(=O)N2CCCO (stereo not drawn)	/	3%	/	1%	-2%	-17%	/	-6%
10	Cc1nn(C)cc1/C=N/NC(=O)C1(O)c2ccccc2-c2ccccc21	2%	-5%	7%	0%	-4%	-11%	-2%	10%
11	CCOC(=O)c1cn(CC(=O)Nc2ccc(CC)cc2)nn1	6%[0.0737 µM]	-24%[53 µM]	-7%	-18%	0%[53 µM]	-5%	-8%	3%
12	CC(C)(C)OC(=O)N1CCC(C(=O)N2CCOCC2)CC1	0%	-2%	2%	5%	0%	?	-5%	9%
13	O=C(NCc1ccc(F)cc1)Nc1ccc(Cl)cc1	/	-7%	6%	15%	-7%	14%	15%	-6%
14	CC(C)(C)c1cc(C(C)(C)C)n(-c2ccccc2)n1	-3%	-5%	11%	7%	-1%	2%	9%	4%
15	COc1cc(/C=C(\C#N)C(=O)NCc2ccccc2)ccc1OCc1ccc(C(=O)O)cc1	/	0%	/	-1%	-1%	-7%	/	?
16	COc1cc(/C=N/NC(N)=S)ccc1OC(=O)c1ccc(C)cc1	8%	-11%	-9%	4%	3%	i	21%	0%
17	COc1ccccc1[C@H]1C(c2ccccc2)=NN(c2ccccc2)[C@@H]1CO	/	0%	?	5%[88.7 µM]	-3%	-17%[81.1 µM]	/	/
18	COc1ccc(CNC(=O)CSc2nnc(C)n2-c2ccc(F)cc2)cc1	?	-6%	3%	0%	0%	-1%	12%	1%
19	O=C(Nc1sc2c(c1C(=O)O)CCCCC2)c1ccco1	?	-2%	25µM*	0%	-1%	16%	11µM*	4%
20	CCOC(=O)C1=C(C)C(c2ccc(OC)cc2OC)NC(=O)N1 (stereo not drawn)	-7%	-4%	-5%	-5%	-7%	-2%	-22%	13%
21	O=C(CSc1ccc(C(F)(F)F)cc1[N+](=O)[O-])Nc1ccc2ccccc2c1	5%	-6%	5.6µM*	4%	-5%	i	16%	-2%
22	CC12CCC(C(=O)N3CCCCC3)(CC1=O)C2(C)C (stereo not drawn)	-7%	-18%	?	-17%	0%	-15%	11%	0%
23	COc1cccc(-c2ccc3ncnc(NCCc4c[nH]c5ccc(OC)cc45)c3c2)c1	?	/	-7%	-6%	/	i	/	/
24	O=C(NCc1cccc(F)c1)C1CCN(S(=O)(=O)Cc2ccccc2)CC1	4%	-5%	5%	7%	0%	i	-8%	13%
25	COc1cccc(-c2ccc(SCC(=O)N3CCOCC3)nn2)c1	7%[46 µM]	-5%	2%	4%	-1%	-6%	-17%	0%
26	O=C(C1CCCN1S(=O)(=O)c1cccc2nsnc12)N1CCCCCC1 (stereo not drawn)	/	-1%	/	-4%	-2%	20%	/	4%
27	COc1cc(OC)c2c(=O)cc(-c3cccnc3)oc2c1	/	-4%	/	1%	-8%	i	/	?
28	Oc1ccc(/C=N/N2CCN(C3c4ccccc4-c4ccccc43)CC2)cc1O	/	1%	/	-22%	-3%	-22%	/	16µM*
29	Cc1cc(C)cc(N(CC(=O)O)S(=O)(=O)c2c(C)noc2C)c1	-6%	1%	3%	-1%	1%	-4%	12%	-9%
30	O=C(Nc1ccccc1)Nc1cccc2nsnc12	/	-1%	?	15%	2%	i	11µM*	-1%
31	CC(C)(C)Nc1nc(Cl)nc(N(C#N)CN2C(=O)c3ccccc3S2(=O)=O)n1	/	0%	9%	7%	-2%	5%	/	-12%
32	CCOC(=O)c1c(NC(=S)Nc2ccc(OC)cc2)sc2c1CCC2	-10%	-5%	?	7%	7%	2%	-7%	0%
33	O=C(Nc1ccc2c(c1)OCO2)C(c1ccccc1)N1CCC2(CC1)OCCO2 (stereo not drawn)	-11%	3%	?	-2%	1%	1%	5%	0%
34	O=C(NCc1nc2ccccc2[nH]1)c1cc2ccccc2oc1=O	4%	-8%	-4%	1%	3%	i	-7%	?
35	C=CCn1c(SCCOc2ccc(OC)cc2)nnc1C(C)NC(=O)Cc1ccc(OC)cc1 (stereo not drawn)	4%	-7%	14%	-11%	-3%	3%	-2%	-2%
36	Cc1cc(C)nc(SCc2nnc(SCC(N)=O)o2)n1	6%[46 µM]	1%[53 µM]	1%	2%	-2%[53 µM]	-10%	/	12%
37	Cc1ccc(CN2C3=NC(=O)CN3c3ccccc32)cc1	8%	-8%	0%	7%	-1%	-4%	-5%	9%
38	COC(=O)c1ccc(C)c(NC(=O)CN2C(=O)c3ccccc3S2(=O)=O)c1	-9%	-9%	-1%	4%	2%	i	24%	-6%
39	CN(C)C(=O)CCSc1nnc(-c2ccco2)o1	-18%[9.22 µM]	-2%	5%	11%	-3%	-15%	20%	-1%
40	Cc1cccc(N2CC(c3nc4ccccc4n3C)CC2=O)c1C (stereo not drawn)	2%	-5%	3%	4%	-1%	-2%	-5%	4%
41	Cc1ccc(C2CC(=O)Oc3c(C(C)C)ccc(C)c32)cc1 (stereo not drawn)	/	-1%	5%	1%[88.7 µM]	-1%	-1%[81.1 µM]	/	/
42	CC(=O)Nc1ccc(S(=O)(=O)n2cnc(C)c2)cc1	1%	-1%	25%	-5%	0%	-7%	-1%	11%
43	Cn1cccc1C1Nc2ccccc2NC2=C1C(=O)CC(C)(C)C2 (stereo not drawn)	0%	1%	-6%	7%	-1%	-12%	24%	-21%
44	COCC(=O)n1nc(-c2ccccc2)nc1NCc1ccc(F)cc1	?	3%	-6%	9%	0%	-3%	-4%	?
45	Nc1cc(OCC(F)(F)F)cc([N+](=O)[O-])c1	3%	1%	6%	-5%	-1%	i	9%	-1%
46	COC(=O)c1c(C(C)=O)c(C)n(C)c1C	/	-2%	7%	-11%	-1%	-11%	/	?
47	Cc1ccc2nc(C3CCN(C(=O)NCc4ccccc4)CC3)[nH]c2c1	-1%	4%	7%	-9%	-1%	-3%	2%	7%
48	Cc1cccc(N(C(=O)c2ccc(CN3CCOCC3)o2)C(C(=O)NC(C)(C)C)c2ccc(F)cc2)c1 (stereo not drawn)	-5%	-3%	5%	2%	-3%	-1%	5%	0%
49	CCOC(=O)CSc1nc2c(c(=O)n(Cc3ccccc3Cl)c(=O)n2C)n1C	-1%	-8%	?	0%	-1%	-5%	-6%	12%
50	O=C(N/N=C/c1c[nH]c2ccc(Br)cc12)c1ccc2c(c1)OCO2	/	0%	-7%	-2%	-5%	i	23%	-27%
51	Cc1c(SCCO)c(=O)[nH]c2cc3c(cc12)OCO3	-4%	0%	?	-3%	-7%	-1%	6%	?
52	Nn1c(Cc2ccccc2)nc2sc3c(c2c1=O)CCC3	/	-3%	?	-1%	-1%	14%	/	1%
53	CCO[C@H]1OC(C(=O)N2CCN(Cc3ccccc3)CC2)=C[C@@H](c2ccc(C(F)(F)F)cc2)[C@@H]1CCCO	/	1%	4.5µM*	1%	-2%	-3%	/	2%
54	Cn1cc(C(=O)C(F)(F)F)c2ccccc21	3%	-5%	-6%	2%	5%	-2%	7%	0%
55	O=C(O)c1cccc(Nc2nc(-c3cccnc3)nc3ccccc23)c1	-2%	-4%	-14%	17%	-6%	-1%	0%	-18%
56	S=C(NC12CC3CC(CC(C3)C1)C2)N1CCOCC1	21%[46 µM]	2%	-6%	-6%	-2%	i	/	-1%
57	CCCCCC(N)=O	/	4%	12%	-9%	-2%	-8%	5%	/
58	CC(=O)/C(=N/Nc1cccc(Cl)c1)Sc1nnc(C(O)c2ccccc2)n1-c1ccccc1 (stereo not drawn)	-11%	1%	12%	3%	-6%	-7%	-14%	5%
59	Cc1[nH]n(-c2ccccc2)c(=O)c1/C=N/N1CCOCC1	/	-1%	/	7%	-3%	-3%	/	-6%
60	CCOc1cc(-c2nn3cnnc3s2)cc(OCC)c1OCC	8%	-4%	-6%	6%	-3%	i	0%	-15%

# Additional entries follow:
no.	SMILES	LMNA splice mod	TRb-SRC2 inh	ALDH1A1 inh	GoLoco inh red	TexasRed fluor	RECQ1 helicase	SMN2 splice up	KDM4E inh
61	CCOC(=O)c1c(NC(=O)CSc2nnc(-c3ccco3)o2)sc(C(C)=O)c1C	7%	1%	-11%	23%	0%	i	-6%	3%
62	Cc1ccc(CN2C(=O)c3ccccc3NC23CCN(Cc2ccccc2)CC3)cc1	?	5%	?	13%	3%	-23%	-10%	?
63	Cc1ccc(-c2cc(-c3ccccc3Cl)c(C#N)c(N)n2)o1	12%	7%	?	32%[activator]	0%	-15%	5%	?
64	CC(C)(C)OC(=O)NCCCCC1=CC2=CC(=O)C(C)(OC(=O)c3cnc4ccccc4n3)C(=O)C2=CO1 (stereo not drawn)	/	12%	10%	26%	0%	i	5%	-7%

# Screens from PubChem BioAssay.
